Screens from PubChem BioAssay.
Mm-Cpn inhibitor – Inhibitors of TCP-1 ring complex (TRiC) of Methanococcus maripaludis (MmCpn): qHTS; 0.031% of 330,000 active; purified Mm-Cpn ATPase, ADP Transcreener TR-FRET; Potency, µM (series often up to 76.9 µM), without a hit: at the top dose activity, negative = inhibition, actives largely listed as inhibitors; Chaperonin Mm-Cpn (Methanococcus maripaludis); further: potency means the concentration at half of the fitted maximal effect; on the % scale 0 is the no-effect control and ±100 the full control effect; nearly all actives have a fitted effect of over 80% in size
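Purified archaeal chaperonin (25 nM final) was preincubated with compound for 10 min at 37°C, then ATP (10 uM final) was added for 30 min at 37°C in Tris pH 7.4/KCl/MgCl2/DTT buffer. ADP was quantified by HTRF Transcreener TR-FRET.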
Nrf2 activator – qHTS of Nrf2 Activators. Potency, µM (titrated, usually from 46.1 µM), without a hit: at the highest dose activation, actives largely listed as activators. AREc32 ARE-luciferase reporter (MCF7-derived line), luminescence, 24 h. AID 624171, 2012. 0.31% of 410,000 active; further: potency means the concentration at half of the fitted maximal effect; % of control where 0% means no effect; nearly all actives have a fitted effect of over 65% in size
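AREc32 cells carrying an ARE-driven firefly luciferase reporter were seeded at 1000 cells/well in OPTI-MEM with 5% FBS, then exposed to compound for 24 hr at 37 deg C. Luminescence was read with Steady-Glo after 30 min at RT.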
CCT chaperon mod – High-Throughput Screening for Modulators of Cytosolic Chaperonin Activity | purified chaperonin ATPase assay, HTRF ADP detection, 30 min | activity change, % (test concentration not listed), hits read low | 0.3% of 360,000 active | AID 651819, 2012; in the data active means activity change below about -30%; further: on the % scale 0 is the no-effect control and ±100 the full control effect
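First, chaperonin was dispensed at 40 nM or 20 nM final depending on batch activity. Next, compounds were pinned at 76 uM and ATP added at 10 uM. After 30 min at 37 °C, ADP detection reagents ran 30 min at ambient temperature.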
HepG2 viability – qHTS for Inhibitors of TGF-b: Cytotox Counterscreen; HepG2 CAGA-GFP viability, ATP luminescence, 18 h; Potency, µM (top dose mostly 46.1 µM), without a hit: at the top dose activity change, negative = cytotoxicity, actives largely listed as cytotoxic; 0.76% of 410,000 active; AID 588856, 2011; further: potency means the concentration at half of the fitted maximal effect; some results filed as inactive show a strong effect at the top dose
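HepG2 CAGA-GFP cells (1000/well, DMEM with 1% FBS) received compound, then TGF-beta at 500 pg/mL final, and were incubated 18 hours at 37 degrees C. Viability was read by CellTiter-Glo luminescence. Media-only wells were set as complete cell-killing and DMSO as no toxicity.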
TGFb SMAD3 inh – qHTS for Inhibitors of TGF-b. 1.2% of 410,000 active. HepG2 CAGA-GFP TGF-b/SMAD3 reporter, GFP fluorescence, 18 h; TGF-beta stimulated, 500 pg/mL final. Potency, µM (titrated, usually from 46.1 µM), without a hit: at the top dose activity, negative = inhibition, usual class: inhibitors; further: potency means the concentration at half of the fitted maximal effect; on the % scale 0 is the no-effect control and ±100 the full control effect; nearly all actives have a fitted effect of over 65% in size
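HEPG2 CAGA-GFP cells (1000/well, DMEM with 1% FBS) were pre-incubated 2 h at 37 degrees C, given compound by pin tool, then stimulated with TGF-beta at 500 pg/mL final for 18 h before per-cell GFP fluorescence imaging.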
Nrf2 block – Nrf2 qHTS screen for inhibitors; AID 504444, 2011; A549 ARE-Fluc reporter, luciferase luminescence, 18-24 h; Potency, µM (series often up to 46 µM), inactives show top-dose activity change, negative = inhibition, usual class: inhibitors; 2.1% of 360,000 active; further: potency means the concentration at half of the fitted maximal effect; on the % scale 0 is the no-effect control and ±100 the full control effect; nearly all actives have a fitted effect of over 60% in size
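A549 ARE_Fluc cells (5000/well, 5% FBS OPTI-MEM) pre-incubated 2 h, then treated with compounds 18-24 h at 37C/5% CO2 in concentration-response. CellTiter-Fluor viability read first; BugLite luciferase luminescence after 15 min at room temperature gives Nrf2 activity.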
pAkt inh – HTS Assay for Inhibitors of Akt Phophorylation: Primary Screen | Neuro2A IGF-stimulated pAkt S473 HTRF, 20 min; hits give low values | activity change, % for hits at 50 µM | 0.32% of 360,000 active | AID 651550, 2012; in the data active means activity change below about -80%; inconclusive means mostly about -51% to -80%; further: on the % scale 0 is the no-effect control and ±100 the full control effect
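Neuro2A cells (4,500/well, DMEM with 0.5% FBS) were treated with compound at a single 50 µM final concentration, stimulated with 6 nM IGF for 20 min at 37 °C, and lysed. Phospho-Akt Ser473 was read by HTRF as 665/615 ratio ×10^4.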
A549 tox – Nrf2 qHTS screen for inhibitors: counterscreen for cytotoxicity. A549 ARE-Fluc cells, CellTiter-Fluor viability, 18-24 h. Potency, µM (titrated, usually from 46 µM), for the others: at the highest dose activity change, negative = cytotoxicity, actives largely listed as inhibitors. 0.16% of 390,000 active. AID 504648, 2011; further: potency means the concentration at half of the fitted maximal effect; on the % scale 0 is the no-effect control and ±100 the full control effect
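Cytotoxicity counterscreen: CellTiter-Fluor fluorescence was measured in A549 ARE_Fluc cells after 18-24 h of compound exposure in a concentration series. The subsequent BugLite luminescent read reports ARE-luciferase activity.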
ATXN viability – Viability Counterscreen for Primary qHTS for Inhibitors of ATXN expression; S2 cells (HEK-293 line with an ATXN2-luciferase reporter) viability, CellTiter-Fluor protease fluorescence, 24 h; Potency, µM (series often up to 56.7 µM), actives largely listed as cytotoxic; 0.49% of 400,000 active; further: potency means the concentration at half of the fitted maximal effect; nearly all actives have a fitted effect of over 40% in size
* marks the source's active call; other numbers are inactive results; i = inactive; u = inconclusive; x = no result given. Unless noted, the call rests on the fitted dose curve; in most records, active means well fitted curve in the direction sought with a large enough effect; inconclusive means small, poorly fitted or top-dose-only effect, or another doubt; inactive means no such curve, though single readings can be large; an effect the other way counts as inactive or inconclusive.

SMILES | Mm-Cpn inhibitor | Nrf2 activator | CCT chaperon mod | HepG2 viability | TGFb SMAD3 inh | Nrf2 block | pAkt inh | A549 tox | ATXN viability
COc1ccc(-n2c(SCC(=O)Nc3ccc(Cl)cc3)nc(O)c(Cc3ccccc3)c2=O)cc1 | -0.1% | -1.0% | 1.1 | -29.0% | u | 21.4% | i | 3.8% | i
O=S(=O)(NCC(c1cccnc1)N1CCN(c2ccccc2F)CC1)c1cccs1 (stereo unspecified) | 2.4% | 2.4% | 1.7 | -25.7% | -13.5% | -7.1% | i | -0.8% | i
Cc1ccccc1Nc1nc(=O)c2cc([N+](=O)[O-])ccc2s1 | 1.6% | 0.1% | 0.1 | 1.6% | -12.2% | -9.6% | i | -1.7% | u
COc1ccc(-n2ncc(C(=O)N3CCN(c4ccccn4)CC3)c2C2CCN(C(=O)OC(C)(C)C)CC2)cc1 | x | -0.2% | x | 8.5% | 10.9% | -1.2% | x | 10.5% | x
COc1ccc(OC)c(Nc2nc3ccc(C)cc3n3cnnc23)c1 | 0.8% | 0.3% | 0.0 | 5.1% | -2.4% | u | i | 0.6% | i
CCN(CC(=O)Nc1ccc2c(c1)OCCO2)C(=O)CSCC(=O)Nc1ccc(C)cc1 | 2.3% | 2.8% | -4.0 | -24.0% | -19.4% | -15.4% | i | 0.0% | u
NC(=O)C1CCN(c2ncnc3c2cnn3-c2ccccc2)CC1 | x | -0.1% | x | -2.3% | -1.3% | x | x | -1.5% | x
CCOC(=O)Nc1cc(Br)c2c(c1)OCCO2 | 0.1% | 5.6% | 2.8 | -32.7% | 24.4% | 10.7% | i | -0.6% | i
CC(=O)Nc1ccc(NC(=O)COC(=O)c2ccccc2C(=O)c2ccccc2)cc1 | 0.1% | 18.4% | 0.5 | -10.8% | -6.1% | 2.3% | i | -5.0% | i
COc1ccc(-c2cc(C(=O)O)nc3ccc4ccccc4c23)cc1OC | -1.8% | 2.2% | -1.6 | -10.2% | 0.9% | -0.4% | i | 0.6% | i
Cc1cccc(NC(=O)C2CCCN2C(=O)OCc2ccccc2)c1 (stereo unspecified) | 0.7% | -1.0% | 0.2 | -9.3% | 0.7% | 6.4% | i | -2.7% | i
O=C(NC(=S)N(Cc1ccccc1)c1ccccn1)C1CC1 | -0.2% | 0.3% | 0.4 | -7.9% | 0.5% | 20.7% | i | 13.0% | i
CCCCCOc1ccc(CSc2n[nH]c(C)n2)cc1 | 3.4% | 3.7% | -3.6 | -35.3% | -4.3% | -4.8% | i | 0.3% | i
Cc1cc(F)ccc1C(O)c1ncc(-c2ccccc2F)[nH]1 (stereo unspecified) | x | 0.2% | -1.2 | 0.9% | 5.9% | x | i | x | i
COc1ccc2cc(CN(CCCN3CCOCC3)Cc3nnnn3C3CCCCC3)c(=O)[nH]c2c1 | 1.3% | 3.2% | 1.1 | -1.4% | 5.9% | 7.3% | x | u | i
COCc1c(C(=O)OCc2c(C)noc2C)oc2ccccc12 | u | 2.9% | -0.6 | 0.3% | 0.2% | -6.8% | i | 4.1% | i
Cc1cc(C)c(CSc2ncc(-c3ccc([N+](=O)[O-])cc3)[nH]2)c(C)c1 | 1.6% | 4.5% | -1.7 | -9.2% | u | u | i | -26.9% | i
CCc1nnc(NC(=O)CSc2nc(-c3ccc(F)cc3)cc(-c3ccccc3)c2C#N)s1 | -2.4% | -0.4% | 0.6 | 7.5% | 11.4% | 0.1% | i | 16.0% | i
COc1cccc(CNC(=O)c2ccc(-n3c(C)cc4c3CCC(C)C4)cc2)c1 (stereo unspecified) | x | u | x | -43.8% | -10.9% | 11.0% | x | 7.2% | i
O=C(/C(=C(\[O-])c1ccccc1)[n+]1ccc2ccccc2c1)c1ccc([N+](=O)[O-])cc1 | 0.4% | 1.0% | 0.3 | 15.7% | 3.5% | 3.4% | i | -9.2% | i
CCOC(=O)c1c(C)[nH]c(C2=NNC(=Nc3ccc(OCC)cc3)SC2)c1C | 0.4% | 7.1% | -0.3 | 4.2% | -56.1% | u | i | -8.3% | u
CCc1ccc(-c2cc(C)no2)cc1S(=O)(=O)N1CCOc2ccccc21 | 1.6% | 3.6% | -1.6 | -8.5% | u | u | i | 2.3% | i
Cc1ccc([C@@H]2CC=C(C(=O)O)[C@H](c3cccc(Cl)c3)N2S(=O)(=O)c2ccc(C)cc2)cc1 | -0.5% | -1.1% | -4.7 | -22.6% | u | 6.4% | i | -8.8% | i
COc1cc(C(=O)NC2CC(C)(C)NC(C)(C)C2)cc(OC)c1OC | 3.4% | 0.1% | 1.3 | -14.4% | -18.8% | 2.3% | i | 0.5% | i
COc1ccc(NC(=O)CSc2nnc(-c3cccnc3)o2)c(OC)c1 | -3.5% | 3.0% | -1.1 | 10.6% | 28.8% | -14.3% | i | -4.0% | i

Following part:
SMILES | Mm-Cpn inhibitor | Nrf2 activator | CCT chaperon mod | HepG2 viability | TGFb SMAD3 inh | Nrf2 block | pAkt inh | A549 tox | ATXN viability
Cc1ccc(-c2csc(NC(=O)c3c(C)noc3C)n2)cc1 | -4.1% | 3.3% | -1.2 | -42.8% | u | u | i | -7.5% | i
O=C(NN1C(=O)/C(=C\c2cccnc2)SC1=S)c1ccco1 | -0.3% | 4.2% | -6.9 | 6.7% | -11.2% | -5.3% | i | 0.1% | i
Cc1ccc(OCCCOc2cccc3cccnc23)cc1C | -10.6% | 2.2% | -1.4 | -43.0% | u | x | i | -0.1% | i
CSc1ncccc1C(=O)N1CCCC(Nc2ccc(F)c(F)c2)C1 (stereo unspecified) | x | -1.1% | 0.4 | -1.2% | 0.9% | x | i | x | u
COc1cc(C)c(Cl)cc1S(=O)(=O)n1ccnc1C | 1.4% | 0.1% | -0.1 | 9.6% | -1.7% | -6.9% | i | -1.4% | i
Cc1nc(-c2ccc(NC(=O)Cc3ccccc3)cc2)cs1 | 4.0% | 1.5% | -2.8 | 0.0% | u | u | i | -12.5% | i
CCc1ccc(NC(=O)CCc2c(C)nn(-c3ccc(N4CCCC4)nn3)c2C)cc1 | x | 6.1% | x | -5.3% | -15.6% | 18.7% | x | -0.5% | x
CC(C)c1ccc(C2c3c(oc4ccc(Cl)cc4c3=O)C(=O)N2CCCN2CCOCC2)cc1 (stereo unspecified) | x | 2.3% | x | 2.2% | -4.0% | 10.0% | x | 12.9% | i
Cc1nnc(-c2cnn(C)c2N)n1CCCN(C)C | 0.4% | 0.0% | -0.8 | 8.4% | 1.5% | 7.5% | i | 1.2% | i
O=C(Nc1ccc2ccccc2c1)c1ccc(Br)o1 | 1.9% | u | -1.4 | -29.2% | 0.2% | u | i | 0.2% | i
CCOc1ccc(NC(=O)c2c(Nc3ccccc3C)sc(C(=O)c3ccc(Cl)cc3)c2N)cc1 | x | -2.7% | x | -66.6% | u | x | x | u | i
S=C1NCCOCCOCCOCCOCCN1 | -0.3% | -0.5% | -3.4 | 0.2% | 26.5% | 8.3% | x | -0.3% | i
CCC(=O)Nc1cccc(C2=NOC3(C2)C[C@H](C(N)=O)N(C(=O)Cc2ccc([N+](=O)[O-])cc2)C3)c1 (stereo partly specified) | 1.3% | -0.3% | -0.4 | 0.9% | -14.9% | 5.0% | i | 0.6% | i
CCC(C)NC(=O)CSc1nc2cc3c(cc2c(=O)n1Cc1ccco1)OCO3 (stereo unspecified) | 3.2% | 0.1% | -1.8 | -2.1% | -3.2% | -5.5% | i | -3.4% | i
CCOC(=O)c1c(NC(=S)Nc2ccc(OC)cc2)sc2c1CCCCC2 | -4.0% | 1.5% | -0.5 | -33.6% | -26.5% | 6.0% | i | 17.5% | i
CCOCCc1nn2c(=O)cc(COC(=O)c3ccccc3NC(=O)c3cccs3)nc2s1 | x | -0.1% | x | -21.5% | 33.8% | x | x | 16.4% | i
OC[C@@H]1CN(Cc2ccc3c(c2)OCO3)C[C@H](n2cnc3c(NC4CC4)ncnc32)O1 | x | -0.5% | 0.5 | 1.1% | 2.7% | x | i | x | i
COc1ccc2[nH]c3c(N4CCC(O)(c5cccc(C(F)(F)F)c5)CC4)ncnc3c2c1 | 1.4% | -1.4% | -3.3 | -98.2% | u | 23.1µM* | i | u | u
CCOc1ccc(N(CC)S(=O)(=O)N2CCCC(C(=O)Nc3cc(Cl)ccc3OC)C2)cc1 (stereo unspecified) | x | -1.2% | x | -24.3% | u | u | x | -1.9% | x
CN1CCN(Cc2nc3ccccc3c(=O)n2Cc2nc(-c3ccccc3F)cs2)CC1 | -2.9% | u | -3.8 | -36.4% | -23.9% | 8.6% | i | u | i
O=C(O)CC/C(=C\c1ccc(Cl)c([N+](=O)[O-])c1)c1nc2ccccc2s1 | -1.2% | 7.2% | -0.2 | -18.6% | -0.2% | -26.8% | i | -19.8% | i
CCCCCC(=O)N/N=C/c1ccc(N(C)C)cc1 | -14.5% | 2.9% | -0.8 | 8.7% | 0.0% | u | i | 0.5% | i

An excerpt from above, showing only HepG2 viability and A549 tox:
Molecule	HepG2 viability	A549 tox
Cc1ccc(-c2csc(NC(=O)c3c(C)noc3C)n2)cc1	-42.8%	-7.5%
S=C1NCCOCCOCCOCCOCCN1	0.2%	-0.3%
CCOCCc1nn2c(=O)cc(COC(=O)c3ccccc3NC(=O)c3cccs3)nc2s1	-21.5%	16.4%

Not a hit list, and some 4.4% of all compounds hit somewhere here.
